From PubChem
Prostate diff: activators of LNCaP prostate cell differentiation; AID 795; side scatter shift, % at 10 µM; flow cytometry side scatter, 4 d; 0.56% of 24,000 active;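 active means side scatter shift above 30%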;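 further: androgen-responsive LNCaP prostate cancer cells in charcoal-stripped serum medium; percent of cells past a gate set so DMSO wells show 10% shift; higher shift means more granular cells and more differentiation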
VLA-4 antagonist: blocks LDV-FITC ligand binding to Mn2+-activated human VLA-4 integrin; inhibition, % at 10 µM (by protocol); P13612; Jurkat cells, LDV-FITC binding with Mn2+, flow cytometry; 100% = Mn2+-driven binding gain fully reversed; AID 529; 0.2% of 24,000 active;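 active means inhibition above 50%; inconclusive means compound itself fluorescent, judged against control cell fluorescence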;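 further: 0% = Mn2+ stimulated cells lacking compound and 100% = ligand binding without Mn2+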
Target sequence (P13612 whole entry, looked up): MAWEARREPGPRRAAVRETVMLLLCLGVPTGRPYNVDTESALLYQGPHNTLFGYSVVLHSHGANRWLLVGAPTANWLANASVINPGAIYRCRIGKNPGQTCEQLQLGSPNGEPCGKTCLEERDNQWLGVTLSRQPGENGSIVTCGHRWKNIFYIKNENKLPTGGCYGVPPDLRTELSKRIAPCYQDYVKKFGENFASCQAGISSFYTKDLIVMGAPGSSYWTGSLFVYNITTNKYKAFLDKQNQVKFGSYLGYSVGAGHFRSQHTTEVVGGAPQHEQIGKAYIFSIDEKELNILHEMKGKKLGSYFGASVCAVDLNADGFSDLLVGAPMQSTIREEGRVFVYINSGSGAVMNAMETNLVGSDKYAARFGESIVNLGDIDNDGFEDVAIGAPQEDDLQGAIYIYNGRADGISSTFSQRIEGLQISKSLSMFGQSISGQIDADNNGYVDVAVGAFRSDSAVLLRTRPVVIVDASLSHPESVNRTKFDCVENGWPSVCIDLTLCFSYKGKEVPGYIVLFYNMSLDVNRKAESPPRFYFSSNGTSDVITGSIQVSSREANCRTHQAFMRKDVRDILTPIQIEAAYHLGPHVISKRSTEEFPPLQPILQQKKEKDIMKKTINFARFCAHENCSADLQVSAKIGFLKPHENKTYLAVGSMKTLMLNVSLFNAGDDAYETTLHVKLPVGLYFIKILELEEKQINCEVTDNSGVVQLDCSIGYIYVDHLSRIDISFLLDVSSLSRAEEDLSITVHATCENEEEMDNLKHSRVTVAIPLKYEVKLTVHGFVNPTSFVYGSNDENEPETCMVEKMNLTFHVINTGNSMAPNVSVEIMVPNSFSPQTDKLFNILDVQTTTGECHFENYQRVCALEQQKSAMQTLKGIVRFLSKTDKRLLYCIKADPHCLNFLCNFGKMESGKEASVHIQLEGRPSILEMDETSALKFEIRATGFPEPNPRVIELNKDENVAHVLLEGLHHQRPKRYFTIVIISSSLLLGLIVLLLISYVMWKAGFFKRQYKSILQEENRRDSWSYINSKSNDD
VLA-4 allo ag: allosterically activates the human VLA-4 integrin; Jurkat cells, LDV-FITC binding, flow cytometry; AID 528; 24,000 tested, under 10 active; activation, % at 10 µM (by protocol); P13612;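 active means fluorescent ligand binding to cells raised by more than 40% of the manganese-induced maximum; inconclusive means compound's own fluorescence above 85% of the ligand control signal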;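 further: 0% = ligand binding without compound and 100% = manganese-stimulated maximal binding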
Jurkat autofluor: counter-screen for VLA-4 integrin: compound autofluorescence in Jurkat cells. 0.61% of 24,000 active. fluorescence ratio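 (tested at 10 µM compound in the well)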. flow cytometry; hits give high values; 1 = vehicle-only cell background. AID 576;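 active means fluorescence ratio above 2.44, which is 1 plus 3 SD of all ratios; inconclusive means signal too bright to measure linearly, ratio around 10 or more; inactive means fluorescence ratio below 2.44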;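 further: green fluorescence of cells measured with 488 nm excitation and 530 nm emission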
Starred values were filed as active, the others as inactive; ? = inconclusive. Not all compounds are listed; the hit share may differ from the screen's.

SMILES | Prostate diff | VLA-4 antagonist | VLA-4 allo ag | Jurkat autofluor
CC(=O)Nc1ccc(NS(=O)(=O)c2cc(C)sc2C)cc1 | 5 | ? | ? | 2.1
Cc1ccc(O)c(-c2cc3ccccc3[nH]2)c1 | 9 | -10 | -2 | 1.1
COc1ccc(Nc2cc(C)nc3ncnn23)c(OC)c1 | 8 | -5 | -11 | 0.96
Cc1cc(C)cc(NC(=O)Cn2ncn3c(cc4ccccc43)c2=O)c1 | 4 | -28 | -4 | 1.1
O=C(CSc1nnc(CNC(=O)c2cccs2)o1)c1ccc(Cl)cc1 | 3 | 3 | -2 | 0.98
COc1ccccc1N1CCN(C(=O)c2nn(-c3ccccc3OC)c(=O)c3ccccc23)CC1 | 2 | 16 | 0 | 0.92
O=C1CC(=O)N(Cc2cccs2)C(=O)N1 | 24 | 10 | 2 | 1.1
Cc1cccc2sc(NC(=O)CCNS(=O)(=O)c3cccs3)nc12 | 11 | 37 | -8 | 1.1
O=C(c1c(O)c2ccccc2oc1=O)C1CCC1 | 9 | -8 | 5 | 1.1
CC1CCc2nn(CC(=O)N3CCN(C(=O)c4ccco4)CC3)cc2C1 (centres undefined) | 7 | -8 | -1 | 0.98
CCc1nnc(NC(=O)CSc2nc3c(c(=O)n2-c2ccccc2OC)SCC3)s1 | 10 | -1 | -3 | 1.1
Cc1nn(C(C)(C)C)c(OC(=O)c2ccc3c(c2)OCO3)c1S(=O)(=O)c1ccccc1 | 8 | -16 | -4 | 0.95
Cc1nc(CCNC(=O)c2cccs2)cs1 | 5 | -2 | 13 | 0.86
O=C(c1cc(-c2ccco2)on1)N1CCN(c2ccccc2)CC1 | 3 | -1 | 3 | 1.1
CCCCCCNS(=O)(=O)c1nc2nc(C)cc(C)n2n1 | 12 | -13 | 0 | 1.1
Cc1nc2c3ccccc3n(CC#N)c(=O)n2n1 | 8 | 10 | -4 | 1
CCOC(=O)C1CCCN(C(=O)c2cn(CC)c3ccc(S(=O)(=O)N4CCCC4)cc3c2=O)C1 (centres undefined) | 14 | -13 | 11 | 0.94
COCCCNC(=O)CS(=O)(=O)Cc1nc(-c2ccccc2C)oc1C | 3 | -2 | 4 | 1.1
Cn1cccc1Cc1nnc(SCC(=O)Nc2ccc(F)cc2)n1-c1ccc(F)cc1 | 8 | 9 | -2 | 0.99
Cc1noc(C)c1CSc1ccccc1C(=O)N1CCN(c2ccccc2)CC1 | 16 | -10 | 4 | 0.94
O=C(O)[C@@H](c1ccccc1)N1Cc2ccccc2C1=O | 7 | -17 | 3 | 1
C=CCOC(=O)C1=C(C)NC(=O)NC1c1cn(-c2ccccc2)nc1-c1cccs1 (centres undefined) | 7 | -2 | -2 | 1.1
S=c1sc2c(N3CCOCC3)ncnc2n1-c1ccccc1 | 5 | 1 | 5 | 1.1
CN(CCCNC(=O)c1cn(C)c2ccc(S(=O)(=O)N(C)C)cc2c1=O)c1ccccc1 | 7 | 13 | 1 | 1.1
COc1ccc(C2=NOC(C(=O)N3CCCCCC3)C2)cc1OC (centres undefined) | 6 | -14 | 0 | 1
COC(=O)c1ccc(CSc2nc(C(F)(F)F)c3c(c2C#N)CCC3)o1 | 2 | ? | ? | 1.4
CCN1CCCC1CNC(=O)C1CCN(Cc2nc(-c3cccc(Br)c3)oc2C)CC1 (centres undefined) | 63* | -1 | 4 | 1
CCCCOC(=O)C1=C(C)Nc2ncnn2C1c1cc(OC)ccc1OC (centres undefined) | 4 | -7 | -5 | 1
O=C(Nc1ccc2c(c1)OCO2)C(c1ccc(Cl)cc1)N1CCN(C(=O)c2ccco2)CC1 (centres undefined) | 14 | -13 | -6 | 0.98
O=C(CSc1nccn1-c1ccccc1)NCc1ccc2c(c1)OCO2 | 5 | -3 | 0 | 0.97
O=C(O)c1ccccc1S(=O)(=O)NCC(O)COc1ccc(Br)cc1 (centres undefined) | 5 | -2 | -6 | 1.1
Cn1c(=O)c2c(nc(SCC(=O)N3CCCc4ccccc43)n2C)n(C)c1=O | 5 | -12 | 3 | 1.1
CC1(C)CC(=O)C2=C(C1)NC(=O)CC2C(=O)NCc1ccc(F)cc1 (centres undefined) | 6 | -5 | -1 | 1
COC(=O)c1ccc2c(c1)N(C)CCS2 | 12 | 9 | -3 | 1.1
O=C1N(c2ccccc2)C2CS(=O)(=O)CC2N1c1ccc(Br)cc1 (centres undefined) | 13 | -9 | 2 | 1
CC(=O)OCC(=O)[C@@]1(O)[C@H](C)C[C@H]2[C@@H]3CCC4=CC(=O)C=C[C@]4(C)[C@@]3(F)[C@@H](O)C[C@@]21C | 5 | -10 | -4 | 1
Cc1ccccc1-c1nc(CN2CCC(C(=O)NC3CCN(Cc4ccccc4)CC3)CC2)c(C)o1 | 48* | 4 | 0 | 1
CCCOc1ccc(OC(=O)c2ccc(Br)o2)cc1 | 5 | -8 | 7 | 0.83
O=C(NC1CCCCCC1)C1c2ccccc2C(=O)N1Cc1cccnc1 (centres undefined) | 4 | 0 | -2 | 1.1
O=C1CN(c2ccccc2F)C(=O)CN1c1ccccc1F | 8 | -12 | -6 | 1.2
O=S(=O)(c1cccc2nsnc12)N1CCc2ccccc2C1 | 14 | -7 | -2 | 1.1
Cc1noc(C)c1S(=O)(=O)N1CCC(C(=O)N2CCN(Cc3ccc4c(c3)OCO4)CC2)CC1 | 14 | -10 | -2 | 1
O=C(O)CCCc1ccccc1 | 3 | -12 | 1 | 1.2
O=C(CN(Cc1ccc(F)cc1)C(=O)Cn1nnc2ccccc21)NCC1CCCO1 (centres undefined) | 7 | -18 | 0 | 0.92
COc1ccc(C(C)(C)C)cc1NC(=O)Nc1ccc2c(c1)OCO2 | 7 | 0 | -9 | 1.1
CCOC(=O)c1c(CN2CCCCC2)n(C)c2cc(Br)c(O)c(CN(C)C)c12 | 5 | -8 | -5 | 1.1
CCc1ccccc1S(=O)(=O)Cc1ccc(C(=O)NCc2ccc3c(c2)OCO3)o1 | 3 | ? | ? | 1.2
c1ccc(-c2oc3ncnc(NCCCn4ccnc4)c3c2-c2ccccc2)cc1 | 14 | 37 | -10 | 1.1
O=C(Cn1c(=O)n(-c2ccc(F)cc2)c(=O)c2sccc21)N1CCCC1 | 18 | 2 | 0 | 0.98
CCn1c(SCC(=O)c2ccc3c(c2)OCCO3)nnc1-c1ccco1 | 9 | 8 | -6 | 1.1
COc1ccc(-c2nnc(SCC(=O)Nc3sc4c(c3C#N)CCC4)n2CC2CCCO2)cc1 (centres undefined) | 1 | 0 | -6 | 1.1
O=C(CC1Oc2ccccc2NC1=O)NCCc1ccccc1 (centres undefined) | 9 | -14 | 0 | 1.1
Cn1c(=O)c2c3c(sc2n2c(SCC(=O)c4ccc(Cl)cc4)nnc12)COC(C)(C)C3 | 10 | -2 | -6 | 1
CCOC(=O)N1CCN(C(=O)c2cc3c(=O)[nH]c4ccccc4c3s2)CC1 | 3 | 15 | 2 | 1
O=C(CCC1N=C2c3ccccc3N=C(SCc3ccccc3Cl)N2C1=O)NCc1ccco1 (centres undefined) | 0 | ? | ? | 1.3
CC1=C(C(N)=O)C(c2ccccc2)n2nc(-c3cccs3)nc2N1 (centres undefined) | 6 | ? | ? | 1.1
CCCCNC(=O)CCSc1nc2nc(C)cc(C)n2n1 | 15 | -26 | 2 | 0.94
COc1ccc(N2C(=O)C3CCCN3C2c2ccccc2)cc1 (centres undefined) | 11 | -2 | -1 | 1.1
CC(C)c1ccc(NC(=O)CSc2nc3c(c(=O)[nH]2)CCC3)cc1 | 3 | -18 | -3 | 1.1
O=C(Nc1ccc2nc(-c3cccnc3)[nH]c2c1)c1ccco1 | 8 | 1 | -5 | 1.1
Later entries:
SMILES | Prostate diff | VLA-4 antagonist | VLA-4 allo ag | Jurkat autofluor
CCOC(=O)N1CCC(n2c(SCC(=O)NCCC3=CCCCC3)nc3ccccc3c2=O)CC1 | 1 | 29 | -8 | 1.1
CCS(=O)(=O)NCc1cn2c(C)csc2n1 | 3 | -7 | 2 | 1
CCC(=O)N1CCc2cc(Br)cc(S(=O)(=O)N3CCN(c4ccccn4)CC3)c21 | 1 | 14 | -4 | 0.99
COc1ccc(OC)c(NC2c3ncccc3C(=O)N2Cc2ccco2)c1 (centres undefined) | 14 | 3 | 3 | 1
Cc1cc(C)cc(N(CC(=O)N2CCN(c3ccccc3)CC2)S(=O)(=O)c2c(C)noc2C)c1 | 9 | 8 | 1 | 1
CC12COC3(C(=O)Nc4ccc(Cl)cn4)CC1CCC32C (centres undefined) | 7 | -22 | 5 | 1.1
O=C(CCn1c(=O)c2sccc2n(CC(=O)NCc2ccco2)c1=O)NCc1ccccc1 | 10 | -9 | 0 | 1.1
CCCCNC(=O)Nc1ccnn1C1CCCCC1 | 22 | -14 | 4 | 0.98
O=C1c2cccnc2C(=O)N1Cc1cccs1 | 3 | 0 | 0 | 1
O=C(C1CCN(S(=O)(=O)c2cccc3nsnc23)CC1)N1CC=C(c2ccccc2)CC1 | 27 | 6 | 0 | 1.1
CCC(=O)N1c2ccc(S(=O)(=O)CCC(=O)N3CCn4c3nc3ccccc34)cc2CC1C (centres undefined) | 4 | -1 | 9 | 1
O=C(Nc1cccnc1)Nc1ccc2c(c1)OCO2 | 12 | -10 | 6 | 0.98
Nc1nonc1-c1nc2ccccc2n1CCC(=O)O | 8 | ? | ? | 1.6
CCOC(=O)N1CCN(CC(O)c2ccc3c(c2)CCN3)CC1 (centres undefined) | 8 | 0 | 2 | 0.99
C[C@]12CC[C@@H]3c4ccc(OC(=O)c5ccccc5)cc4CC[C@H]3[C@@H]1CC[C@@H]2O | 9 | 14 | -15 | 0.96
COC(=O)CN1C(=O)C(C)=C(c2ccc(C)cc2)S1(=O)=O | 6 | 7 | 0 | 1.1
CN(C)CCCN1c2ccccc2Sc2ccc(Cl)cc21 | 9 | -6 | 3 | 1
Cc1c(C(=O)NCc2ccc3c(c2)OCO3)oc2ccc(S(=O)(=O)N3CCCCC3)cc12 | 10 | -19 | -3 | 1.1
N#CCCN1CCN(S(=O)(=O)c2ccc(S(=O)(=O)NCC3CCCO3)cc2)CC1 (centres undefined) | 7 | -16 | 4 | 1.1
CCOc1cc(S(=O)(=O)NCc2ccccn2)c(C)cc1C | 15 | -6 | 4 | 0.98
CC(C)CCNC(=O)CN(C)S(=O)(=O)c1cccc2nsnc12 | 7 | -3 | 2 | 1
COc1ccc(S(=O)(=O)NCCOc2ccccc2)cc1OC | 7 | -32 | -2 | 0.99
Fc1cccc2sc(N3CCOCC3)nc12 | 4 | 1 | 5 | 0.97
CC(=O)NC(CCS(C)(=O)=O)C(=O)N1CCc2ccccc21 (centres undefined) | 13 | -4 | 6 | 1
COc1ccc2nc(NC(=O)c3ccoc3C)sc2c1 | 6 | -1 | 4 | 0.98
Oc1ccc2ccccc2c1CN1CCN(c2ccccc2F)CC1 | 5 | -8 | -6 | 1.1
CCCCOC(=O)C1=C(C)Nc2ncnn2C1c1cc(OC)c(OC)cc1OC (centres undefined) | 8 | 9 | -4 | 1.1
COCCNc1nc(=S)[nH]c2cc(OC)c(OC)cc12 | 11 | -37 | 3 | 1
Cc1nc2ccccc2n1-c1nc(-c2ccco2)cc(C(F)(F)F)n1 | 8 | -22 | 5 | 1
N#Cc1c(C(F)(F)F)cc(-c2ccccc2)nc1SCc1nc(N)nc(N2CCOCC2)n1 | 13 | ? | ? | 8.7*

Profiles, looked up by structure. Order of screens: Prostate diff | VLA-4 antagonist | VLA-4 allo ag | Jurkat autofluor
`CCCCOC(=O)C1=C(C)Nc2ncnn2C1c1cc(OC)c(OC)cc1OC` (centres undefined) across the screens: 8 | 9 | -4 | 1.1
`COC(=O)CN1C(=O)C(C)=C(c2ccc(C)cc2)S1(=O)=O` across the screens: 6 | 7 | 0 | 1.1
`COc1ccc(S(=O)(=O)NCCOc2ccccc2)cc1OC` across the screens: 7 | -32 | -2 | 0.99
`CC(=O)NC(CCS(C)(=O)=O)C(=O)N1CCc2ccccc21` (centres undefined) across the screens: 13 | -4 | 6 | 1
`N#Cc1c(C(F)(F)F)cc(-c2ccccc2)nc1SCc1nc(N)nc(N2CCOCC2)n1` across the screens: 13 | ? | ? | 8.7*

Carrying on.
SMILES | Prostate diff | VLA-4 antagonist | VLA-4 allo ag | Jurkat autofluor
COc1ccccc1Cn1c(=O)[nH]c2cccnc21 | 13 | -28 | 3 | 1
Cc1ccc(-c2nc3cnccn3c2Nc2ccc3c(c2)OCCO3)o1 | 1 | 10 | -3 | 0.98
CC(=O)N1CCc2cc(S(=O)(=O)NC(C(=O)NCc3ccccc3)C(C)C)ccc21 (centres undefined) | 4 | -6 | -1 | 1.1
CCOC(=O)c1ccc(N2C(=O)C3ON(c4ccccc4)C(c4ccco4)C3C2=O)cc1 (centres undefined) | 5 | -9 | 1 | 1.1
COc1ccccc1Cn1c(-c2ccco2)nc2nc3ccccc3nc21 | 8 | ? | ? | 2.6*
COc1ccc(S(=O)(=O)C(C#N)c2nc3ccccc3nc2N2CCCC(C)C2)cc1 (centres undefined) | 9 | ? | ? | 3*
COc1ccc(Nc2nc(-c3sc(N)nc3C)cs2)cc1 | 14 | -13 | 6 | 1.1
Cc1cc(C)cc(NC(=O)N2CCC(c3nc4ccccc4o3)CC2)c1 | 1 | 5 | -11 | 1.1
Cc1cccc(C)c1OCc1nnc2c3cnn(C)c3ncn12 | 10 | -22 | 6 | 1.1
